LMPTP block: LMPTP (human) inhibition. recombinant LMPTP-A, OMFP fluorogenic substrate, fluorescence intensity. inhibition, % at 20 µM. actives 0.22% (n = 360,000). AID 651560;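 active = compounds that cut the enzyme signal by at least half of the control window in the single-dose screen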;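 also: plate controls were DMSO wells with enzyme plus substrate for no effect and substrate without enzyme for full effect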
Target sequence (P24666 whole entry, looked up): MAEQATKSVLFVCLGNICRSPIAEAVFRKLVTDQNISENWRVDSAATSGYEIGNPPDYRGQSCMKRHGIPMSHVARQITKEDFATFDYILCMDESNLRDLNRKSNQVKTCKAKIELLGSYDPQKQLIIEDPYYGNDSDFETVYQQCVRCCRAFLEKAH
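Test system – LMPTP-A phosphatase enzyme · Quantity – 0.625 nM LMPTP-A final · Reagent – OMFP substrate, 400 µM final · Dosing – one test concentration per compound, 20 µM, with 3% DMSO overall · Timing – 50 min enzyme reaction at room temperature, protected from light · Detection – fluorescence intensity · Controls – substrate-only low control, DMSO enzyme-plus-substrate high control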
SKN-1 inh: inhibitors of C. elegans SKN-1; C. elegans VP596 Pgst-4::GFP/RFP ratio, acrylamide-induced, 24 h; inhibition, % at 21.8 µM; actives 0.49% (n = 360,000);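 active = interference check ratio from 0.5 to 1.5 plus GFP to RFP signal ratio inhibition reaching or exceeding a fixed threshold, cut at about 30% in these data, passing the limit was not always enough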; also: some compounds called inactive have numbers as strong as hits
NadD block: NadD (S. aureus) enzyme inhibition; purified NadD enzyme, colorimetric absorbance read-out; actives 0.78% (n = 360,000); inhibition, % at 20 µM; in the data active = inhibition above about 26%; also: some compounds past the cut are filed as inactive
DNMT1 block: inhibitors of human DNMT1. P26358. DNMT1 molecular beacon, Hinp1I cleavage, fluorescence. inhibition (reported as % activation of signal), % at 10 µM. actives 0.83% (n = 360,000); in the data active = inhibition above about 50%
STEP block: STEP (human) phosphatase inhibition; P54829; recombinant STEP, OMFP fluorogenic substrate, fluorescence; inhibition, % at 20 µM; actives 0.25% (n = 360,000);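 active = inhibition at 20 µM, scaled per plate between control wells, above about 37%, limit read from the data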;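 also: 0% = DMSO with enzyme and substrate and 100% = substrate only without enzyme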
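Material: STEP (striatal-enriched tyrosine phosphatase) enzyme, cell-free; Compound dosing: 20 µM single dose in 1% DMSO; Technique: fluorescence read at 480 nm ex / 540 nm em; Times: reaction 20 min, ambient temperature; Medium: 50 mM Bis-Tris pH 6.0 with 2.5 mM DTT and 0.005% Tween 20; Also added: OMFP at 25 µM.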
NRP1-CendR mod: alters CendR peptide binding to human NRP-1. inhibition, % at 25 µM. O14786. FAM-RPARPAR peptide binding to NRP-1, fluorescence polarization. AID 602438. actives 0.85% (n = 360,000);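 active = inhibition or corrected inhibition above about 18%, plus a signal ratio from 0.5 to 1.5, limit read from the data, passing the limit was not always enough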; also: strong numbers were not always called active
Rpn11 block: blocks the human proteasome subunit Rpn11. O00487. human 26S proteasome, Ub4-pepOG fluorescence polarization; 20S core pre-blocked with epoxomicin. calls only at 20 µM. actives 0.59% (n = 360,000). AID 588493;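 active = inhibition at 20 µM, scaled to each plate's controls, above about 33%, limit read from the data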
Target sequence (O00487 whole entry, looked up): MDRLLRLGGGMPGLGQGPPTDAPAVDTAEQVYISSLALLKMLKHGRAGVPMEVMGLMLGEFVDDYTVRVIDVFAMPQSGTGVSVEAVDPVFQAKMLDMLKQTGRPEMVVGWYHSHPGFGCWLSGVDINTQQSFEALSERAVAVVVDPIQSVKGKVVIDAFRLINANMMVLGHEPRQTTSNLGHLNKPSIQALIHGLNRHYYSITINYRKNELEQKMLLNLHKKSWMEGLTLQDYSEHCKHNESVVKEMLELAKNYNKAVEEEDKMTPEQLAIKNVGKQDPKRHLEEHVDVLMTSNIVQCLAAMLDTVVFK
MT1-MMP act inh: MT1-MMP (human) activation inhibition | P50281 | HT1080 RFP-PRO-GFP cells, GFP/RFP ratio fluorescence, overnight; percent of plate control window, DMSO zero | GFP/RFP ratio change, % at 20 µM | actives 0.061% (n = 360,000) | AID 651647;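 active = GFP/RFP ratio change of at least 30% with cell ATP level not reduced by more than half and red fluorescence within 50% of control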; also: strong numbers were not always called active
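Compound: 20 µM single dose, 1% DMSO / System: HT1080 RFP-PRO-GFP cells / Controls: DMSO and RFP-L50D-GFP cell wells / Read-out basis: GFP/RFP fluorescence ratio / Schedule: overnight compound exposure at 37 °C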
SUMO1 PPI mod: SUMO1-SIM interaction modulation; SUMO1 binding to a labelled peptide, TR-FRET, 1 h; inhibition, % at 20 µM; actives 0.33% (n = 360,000); P63165; in the data active = inhibition above about 37%
Target sequence (P63165 whole entry, looked up): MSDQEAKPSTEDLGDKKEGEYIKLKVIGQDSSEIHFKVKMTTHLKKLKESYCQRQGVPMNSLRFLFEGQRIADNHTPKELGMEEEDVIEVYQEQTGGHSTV
Scp1 inh: blocks human Scp-1 phosphatase activity. Q9GZU7. Recombinant Scp1, phosphopeptide, malachite green phosphate absorbance. inhibition, % at 20 µM. actives 0.88% (n = 340,000). AID 493091;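 active = inhibition above about 50% at 20 µM, limit read from the data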;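 also: plate controls were DMSO wells with enzyme for no effect and wells lacking enzyme for full effect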
Target sequence (Q9GZU7 76-261 limits assumed): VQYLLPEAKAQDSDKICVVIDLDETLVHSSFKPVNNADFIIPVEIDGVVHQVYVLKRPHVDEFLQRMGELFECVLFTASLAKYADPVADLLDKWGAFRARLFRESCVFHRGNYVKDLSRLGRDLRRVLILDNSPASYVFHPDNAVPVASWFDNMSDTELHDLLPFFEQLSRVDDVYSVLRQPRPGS
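Incubation: 45 min enzyme reaction at room temperature / System: truncated SCP-1 phosphatase (76-261aa) / Reagent: Phospho 17-mer peptide substrate / Buffer or medium: Acidic Tris acetate buffer with magnesium and detergent / Signal: absorbance at 630 nm / Doses: one concentration, 20 µM, with 1.0% DMSO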
* marks the source's active call; other numbers are inactive results.

Screening COc1ccc(N(C)C(=S)Nc2ccc3nc(C)c(C)nc3c2)cc1 returned LMPTP block 2.4, SKN-1 inh -4, NadD block 2, DNMT1 block -7, STEP block 4, NRP1-CendR mod -8, Rpn11 block inactive, MT1-MMP act inh -1, SUMO1 PPI mod -4 and Scp1 inh 1.
`Cc1ccsc1C(=O)OCC(=O)Nc1ccc(Cl)cn1` gave LMPTP block -0.5, SKN-1 inh 23, NadD block 0, DNMT1 block 0, STEP block -1, NRP1-CendR mod -2, Rpn11 block inactive, MT1-MMP act inh -3, SUMO1 PPI mod 1 and Scp1 inh -7.
For CC(OC(=O)c1cc(S(=O)(=O)N2CCOCC2)ccc1F)C(=O)NC1CCCC1 (configuration not stated) the results were LMPTP block -2.5, SKN-1 inh 19, NadD block 2, DNMT1 block 3, STEP block 0, NRP1-CendR mod 3, Rpn11 block inactive, MT1-MMP act inh -1, SUMO1 PPI mod 6 and Scp1 inh -12.
Screening COc1cc(C(=O)OCC(=O)Nc2ccc(SC(F)F)cc2)cc(OC)c1OC returned LMPTP block 1.2, SKN-1 inh 9, NadD block -8, DNMT1 block -1, STEP block -1, NRP1-CendR mod -2, Rpn11 block inactive, MT1-MMP act inh 0, SUMO1 PPI mod 3 and Scp1 inh -5.
Screening Nc1ccc2nc(CCCCCCc3nc4ccc(N)cc4[nH]3)[nH]c2c1 returned LMPTP block 68*, SKN-1 inh -10, NadD block 50*, DNMT1 block -15, STEP block 3, NRP1-CendR mod -6, Rpn11 block inactive, MT1-MMP act inh -1, SUMO1 PPI mod 0 and Scp1 inh 14.
`O=C(Cc1ccccc1F)OCC(=O)N1CCN(C(=O)c2ccco2)CC1` gave LMPTP block -2.0, SKN-1 inh 5, NadD block -1, DNMT1 block -1, STEP block -1, NRP1-CendR mod -9, Rpn11 block inactive, MT1-MMP act inh 3, SUMO1 PPI mod 1 and Scp1 inh -1.
For CSc1cccc(NC(=O)Cn2cnc(S(=O)(=O)N3CCCC3)c2)c1 the results were LMPTP block -1.4, SKN-1 inh -6, NadD block 0, DNMT1 block -3, STEP block -3, NRP1-CendR mod 9, Rpn11 block inactive, MT1-MMP act inh 4, SUMO1 PPI mod 4 and Scp1 inh 2.
Screening CCc1cc(C(c2ccc(OC)c(OC)c2)N2CCOCC2)c(NC(=O)c2ccccc2)s1 (configuration not stated) returned LMPTP block 0.8, SKN-1 inh -12, NadD block 5, DNMT1 block 1, STEP block -2, NRP1-CendR mod 3, Rpn11 block inactive, MT1-MMP act inh -8, SUMO1 PPI mod -3 and Scp1 inh 4.
`CCc1ccc(CN(C)CC(=O)Nc2sccc2C#N)cc1` gave LMPTP block 1.5, SKN-1 inh 16, NadD block 2, DNMT1 block 1, STEP block 1, NRP1-CendR mod -2, Rpn11 block inactive, MT1-MMP act inh -9, SUMO1 PPI mod 3 and Scp1 inh -4.
O=C(Nc1ccc(Cl)c(Cl)c1)Nc1ccccc1C(=O)O was read as LMPTP block 1.2, SKN-1 inh 7, NadD block -5, DNMT1 block -7, STEP block -6, NRP1-CendR mod 5, Rpn11 block inactive, MT1-MMP act inh -5, SUMO1 PPI mod 7 and Scp1 inh -7.
For COc1ccc(C(=O)Nc2ncc3c(n2)CC(c2ccco2)CC3=O)cc1 (configuration not stated) the results were LMPTP block 44, SKN-1 inh 11, NadD block 3, DNMT1 block 0, STEP block 0, NRP1-CendR mod 36*, Rpn11 block inactive, MT1-MMP act inh 2, SUMO1 PPI mod 2 and Scp1 inh -13.
Screening O=C(c1cccs1)N1CCN(c2nc3ccc([N+](=O)[O-])cc3s2)CC1 returned LMPTP block 3.3, SKN-1 inh 14, NadD block -2, DNMT1 block 25, STEP block 2, NRP1-CendR mod 1, Rpn11 block inactive, MT1-MMP act inh 9, SUMO1 PPI mod 4 and Scp1 inh -6.
`COc1ccc(-c2ccc(S(=O)(=O)NCC3CCCO3)cc2)cc1` (configuration not stated) gave LMPTP block -0.8, SKN-1 inh 8, NadD block -5, DNMT1 block 3, STEP block -2, NRP1-CendR mod -2, Rpn11 block inactive, MT1-MMP act inh 3, SUMO1 PPI mod -3 and Scp1 inh -6.
For Cc1cc(N2CCCC2)ccc1NC(=O)CN1C(=O)NC(C)(c2ccccc2)C1=O (configuration not stated) the results were LMPTP block 2.9, SKN-1 inh 16, NadD block -1, DNMT1 block -8, STEP block 2, NRP1-CendR mod 6, Rpn11 block inactive, MT1-MMP act inh -1, SUMO1 PPI mod 1 and Scp1 inh -4.
Screening O=C(O)c1ccc(Cn2cnc3c(=S)nc[nH]c32)cc1 returned LMPTP block -2.1, SKN-1 inh -18, NadD block -2, DNMT1 block -1, STEP block 1, NRP1-CendR mod 18, Rpn11 block inactive, MT1-MMP act inh 4, SUMO1 PPI mod 0 and Scp1 inh -1.
c1ccc2c3c(c(CN4CCCC4)cc2c1)COC3 was read as LMPTP block 4.3, SKN-1 inh 4, NadD block 1, DNMT1 block 5, STEP block 2, NRP1-CendR mod -15, Rpn11 block inactive, MT1-MMP act inh 0, SUMO1 PPI mod -8 and Scp1 inh 4.
For CCOC(=O)N1CCN(CC(O)COc2ccccc2C(C)CC)CC1 (configuration not stated) the results were LMPTP block -3.1, SKN-1 inh -5, NadD block -3, DNMT1 block 0, STEP block 0, NRP1-CendR mod -2, Rpn11 block inactive, MT1-MMP act inh -2, SUMO1 PPI mod 4 and Scp1 inh -5.
Screening Cc1ccc(-n2ncc3c(=O)n(CC(N)=O)cnc32)cc1C returned LMPTP block -0.1, SKN-1 inh 1, NadD block -3, DNMT1 block -2, STEP block 1, NRP1-CendR mod 11, Rpn11 block inactive, MT1-MMP act inh -2, SUMO1 PPI mod 0 and Scp1 inh -6.
Nc1nnc(SCC(=O)Nc2ccc(N3CCOCC3)cc2)s1 was read as LMPTP block -0.5, SKN-1 inh 2, NadD block 2, DNMT1 block 1, STEP block 0, NRP1-CendR mod -5, Rpn11 block inactive, MT1-MMP act inh 2, SUMO1 PPI mod -3 and Scp1 inh 4.
Screening CC(C)c1ccc2oc(-c3ccc(NC(=O)c4ncn[nH]4)cc3)nc2c1 returned LMPTP block 3.1, SKN-1 inh 8, NadD block 39*, DNMT1 block 37, STEP block 13, NRP1-CendR mod 3, Rpn11 block inactive, MT1-MMP act inh 11, SUMO1 PPI mod 47* and Scp1 inh 91*.
Screening CC(C)(C)NC(=O)Nc1ccc(Cn2cc(C(F)(F)F)ccc2=O)cc1 returned LMPTP block -0.2, SKN-1 inh -1, NadD block 2, DNMT1 block 4, STEP block -1, NRP1-CendR mod 1, Rpn11 block inactive, MT1-MMP act inh 2, SUMO1 PPI mod 3 and Scp1 inh 1.
NC(=O)c1ccccc1NC(=O)/C=C/c1ccccc1 was read as LMPTP block -3.0, SKN-1 inh 1, NadD block -3, DNMT1 block -3, STEP block 6, NRP1-CendR mod 23, Rpn11 block inactive, MT1-MMP act inh 0, SUMO1 PPI mod -4 and Scp1 inh -3.

Among those listed so far, 5 have an aryl methoxy group:
Screening COc1ccc(N(C)C(=S)Nc2ccc3nc(C)c(C)nc3c2)cc1 returned LMPTP block 2.4, SKN-1 inh -4, NadD block 2, DNMT1 block -7, STEP block 4, NRP1-CendR mod -8, Rpn11 block inactive, MT1-MMP act inh -1, SUMO1 PPI mod -4 and Scp1 inh 1.
Screening COc1cc(C(=O)OCC(=O)Nc2ccc(SC(F)F)cc2)cc(OC)c1OC returned LMPTP block 1.2, SKN-1 inh 9, NadD block -8, DNMT1 block -1, STEP block -1, NRP1-CendR mod -2, Rpn11 block inactive, MT1-MMP act inh 0, SUMO1 PPI mod 3 and Scp1 inh -5.
Screening CCc1cc(C(c2ccc(OC)c(OC)c2)N2CCOCC2)c(NC(=O)c2ccccc2)s1 (configuration not stated) returned LMPTP block 0.8, SKN-1 inh -12, NadD block 5, DNMT1 block 1, STEP block -2, NRP1-CendR mod 3, Rpn11 block inactive, MT1-MMP act inh -8, SUMO1 PPI mod -3 and Scp1 inh 4.
For COc1ccc(C(=O)Nc2ncc3c(n2)CC(c2ccco2)CC3=O)cc1 (configuration not stated) the results were LMPTP block 44, SKN-1 inh 11, NadD block 3, DNMT1 block 0, STEP block 0, NRP1-CendR mod 36*, Rpn11 block inactive, MT1-MMP act inh 2, SUMO1 PPI mod 2 and Scp1 inh -13.
`COc1ccc(-c2ccc(S(=O)(=O)NCC3CCCO3)cc2)cc1` (configuration not stated) gave LMPTP block -0.8, SKN-1 inh 8, NadD block -5, DNMT1 block 3, STEP block -2, NRP1-CendR mod -2, Rpn11 block inactive, MT1-MMP act inh 3, SUMO1 PPI mod -3 and Scp1 inh -6.

Assay outcomes (PubChem BioAssay)

Hits appear at their usual frequency (roughly 3.9% active in at least one column).
